# TDP1 inh – blocks human tyrosyl-DNA phosphodiesterase 1. recombinant TDP1, AlphaScreen DNA substrate cleavage. Potency, µM (highest dose often 130 µM), without a hit: at the top dose activity change, negative = inhibition, most hits filed as inhibitors. 350,000 tested, 0.28% active; further: nearly all actives have a fitted effect of over 40% in size
# Target sequence (Q9NUW8 whole entry, looked up): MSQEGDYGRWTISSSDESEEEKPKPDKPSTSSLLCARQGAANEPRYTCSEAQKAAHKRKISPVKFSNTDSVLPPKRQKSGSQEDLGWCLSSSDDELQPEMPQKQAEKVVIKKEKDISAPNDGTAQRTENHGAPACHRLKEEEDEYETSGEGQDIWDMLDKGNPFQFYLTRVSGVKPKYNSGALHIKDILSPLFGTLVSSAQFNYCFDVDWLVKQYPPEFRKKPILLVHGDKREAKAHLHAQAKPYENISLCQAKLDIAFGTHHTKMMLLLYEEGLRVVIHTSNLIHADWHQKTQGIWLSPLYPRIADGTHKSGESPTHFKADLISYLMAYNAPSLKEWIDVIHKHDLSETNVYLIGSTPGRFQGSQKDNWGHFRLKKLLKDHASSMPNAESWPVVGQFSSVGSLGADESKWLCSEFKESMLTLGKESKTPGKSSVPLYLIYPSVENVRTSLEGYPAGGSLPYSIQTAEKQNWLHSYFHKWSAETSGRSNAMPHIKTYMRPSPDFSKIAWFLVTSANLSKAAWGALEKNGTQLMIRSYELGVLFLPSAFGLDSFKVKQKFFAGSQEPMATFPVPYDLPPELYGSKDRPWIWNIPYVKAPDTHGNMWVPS
#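 Recombinant E. coli-expressed Tdp1 (1 nM) preincubated with compound 15 min at RT, then 5'-biotin/3'-phosphotyrosine-FITC DNA substrate (15 nM) added for 5 min. AlphaScreen beads (10 ug/ml) added, 10 min RT; tyrosine-FITC cleavage read as signal loss.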
# GCN5L2 inh – inhibitors of human GCN5L2 histone acetyltransferase | GCN5L2 HAT assay, ThioGlo1 CoA-SH fluorescence | Potency, µM (titrated, usually from 58.9 µM), for the others: at the highest dose activity change, negative = inhibition, actives largely listed as inhibitors | 390,000 tested, 0.21% active | Q92830 | AID 504327
#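 Titration-based screen in which CoA formation is detected via maleimide probe ThioGlo1 (50uM) turning fluorescent on thiol reaction; substrates H3(1-25) 75uM and acetyl-CoA 70uM, GCN5L2 20nM, 20 min incubation at room temperature.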
# TDP1 cell noCPT – qHTS for Inhibitors of human tyrosyl-DNA phosphodiesterase 1 (TDP1): qHTS in cells in absence of CPT; DT40 Tdp1-/- hTDP1 cells, no CPT, ATP luminescence, 48 h; Potency, µM (highest dose often 46.2 µM), for inactives: top-dose activity change, negative = growth inhibition, most hits filed as inhibitors; 420,000 tested, 15% active; further: nearly all actives have a fitted effect of over 55% in size
#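 No-CPT arm: Tdp1-/-;hTDP1 DT40 cells (400/well) plus compounds, incubated ≥48 hr at 37 °C. Readout CellTiter-Glo luminescence.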
# An asterisk follows results filed as active; ? = inconclusive; / = not tested or not shown; [ ] = another dose, or the depositor's remark. The call rests on the fitted dose curve; in most records, active means well fitted curve in the direction sought with a large enough effect; inconclusive means small, poorly fitted or top-dose-only effect, or another doubt; inactive means no such curve, though single readings can be large; an effect the other way counts as inactive or inconclusive. On the % scale 0 is the no-effect control and ±100 the full control effect; potency means the concentration at half of the fitted maximal effect.
1) CSCCC(N=C(NS(=O)(=O)c1ccccc1)c1ccccc1)C(=O)O (stereo unspecified)
2) COc1ccc(C(C)NC(=O)c2ccc(Br)cc2)cc1OC (stereo unspecified)
3) CCC(C)c1ccc(NC(=O)C2CCN(c3ccc(C(F)(F)F)cn3)CC2)cc1 (stereo unspecified)
4) O=S1(=O)CCOC[C@H](CC2CCCCC2)N1Cc1cccc(F)c1
5) CCc1ccccc1NS(=O)(=O)c1cc2c(cc1C)n(C)c(=O)c(=O)n2C
6) CCOC(=O)C1=C(c2ccccc2)OC(N)=C(C#N)C1c1ccc(Br)s1 (stereo unspecified)
7) CC(/C=N\NC(=O)Cn1cncn1)=C/c1ccc(C(C)C)cc1
8) CCOC(=O)c1sc2nc3n(c(=O)c2c1C)CCC3
entry no.	1	2	3	4	5	6	7	8
TDP1 cell noCPT	0%	-25%	?	?	-23%	-12%	-5%	-29%
GCN5L2 inh	-3%	-1%	-4%	-5%	-7%	-2%	-1%	4%
TDP1 inh	/	5%	3%	/	/	5%	/	2%

9) Cc1ccc(NC(=O)COC(=O)CNC(=O)c2ccc(Cl)cc2Cl)cc1S(=O)(=O)N1CCOCC1
10) O=C(CN1C(=O)C2C3C=CC(C3)C2C1=O)NCCC1=CCCCC1 (stereo unspecified)
11) COc1ccccc1CNc1cc(-c2ccccc2)ccc1OC
12) CCCCCCc1cc2cc(-c3nnc(-c4ccccc4OC)o3)c(=O)oc2cc1O
13) COCc1[nH][nH]c(=O)c1C=Nc1ccccc1
14) COc1ccc(C(C(=O)NC2CCCCC2)N(Cc2ccco2)C(=O)c2ccccn2)c(OC)c1 (stereo unspecified)
15) O=S(=O)(c1ccccc1)c1ccccc1/C=N\O
16) CC(C)(C)c1ccc(C(=O)Nc2cc(-c3ccccc3)nn2-c2ccccc2)cc1
entry no.	9	10	11	12	13	14	15	16
TDP1 cell noCPT	2%	1%	-28%	16µM*	-11%	-6%	4%	?
GCN5L2 inh	-15%	6%	-7%	-7%	-13%	1%	3%	-5%
TDP1 inh	/	2%	8%	-5%	2%	-4%	1%	-3%

17) COc1ccccc1C(=O)OCC(=O)NC(=O)NC1CCCCC1
18) Cc1cc(F)ccc1S(=O)(=O)Nc1ccccc1C(=O)Nc1ccccc1-c1nc2ccccc2[nH]1
19) Cc1oc(-c2ccc(Cl)cc2)cc1-c1nn2c(-c3ccoc3C)nnc2s1
20) COc1cccc(CNS(=O)(=O)c2c(C)[nH]c(C)c2C(=O)N2CCCCC2)c1
21) COc1ccc(C(=O)COC(=O)CCNS(=O)(=O)c2ccccc2)c(OC)c1
22) O=C(CNS(=O)(=O)c1cccc(C(F)(F)F)c1)NC1CCCCCC1
23) Cc1ccc(NC(=O)/C(=C\c2ccc([N+](=O)[O-])cc2)NC(=O)c2ccccc2)cc1
24) CC1C(=O)OC(c2ccc(Cl)cc2)C(C)(C)C1=O (stereo unspecified)
entry no.	17	18	19	20	21	22	23	24
TDP1 cell noCPT	-24%	7.3µM*	-17%	?	-3%	?	?	?
GCN5L2 inh	-5%	-16%	-29%	-6%	-4%	-2%	-6%	0%
TDP1 inh	-8%	-1%	/	7%	3%[0.505 µM]	-1%	2%	/

# Single records, as listed above:
# Entry for `Cc1oc(-c2ccc(Cl)cc2)cc1-c1nn2c(-c3ccoc3C)nnc2s1` → TDP1 cell noCPT: -17%; GCN5L2 inh: -29%; TDP1 inh: /
# Entry for `Cc1ccc(NC(=O)/C(=C\c2ccc([N+](=O)[O-])cc2)NC(=O)c2ccccc2)cc1` → TDP1 cell noCPT: ?; GCN5L2 inh: -6%; TDP1 inh: 2%

# Further compounds:
25) COc1ccccc1Cn1c(CO)nc2ccccc21
26) CCCCN(C(=O)C1CCCO1)c1c(N)n(CC(C)C)c(=O)[nH]c1=O (stereo unspecified)
27) O=c1c2[nH]c3ccccc3c2ncn1CCN1CCCCC1
28) Cc1ccc(NC(=O)Cc2ccc([N+](=O)[O-])cc2)c(Br)c1
29) COC(=O)COc1cccc2c(=O)n(CC(=O)NCCc3ccccc3)ccc12
30) COc1ccc(Nc2cc(C(=O)NCCCN(C)C3CCCCC3)c3ccccc3n2)c(OC)c1
31) CCOC(=O)C(=O)Nc1nnc(SCc2ccc(F)cc2)s1
32) Cc1cc(C)c2c(N=NN3CCCCC3)[nH]nc2n1
entry no.	25	26	27	28	29	30	31	32
TDP1 cell noCPT	?	13%	-5%	-26%	-1%	?	22%	2%
GCN5L2 inh	-2%	-13%	-4%	-9%	0%	0%	1%	2%
TDP1 inh	/	-6%	1%	11%	1%	9%	0%	7%

33) O=C(NNc1cc(C(F)(F)F)nc2ccccc12)Nc1cccc(Cl)c1
34) C/C(=N\Nc1nc(N2CCCCCC2)nc(N2CCCCCC2)n1)c1ccccc1
35) NS(=O)(=O)c1ccc(N/N=C/c2cn(-c3ccccc3)nc2-c2ccccc2)c([N+](=O)[O-])c1
36) Cc1cccc(/C(N)=N/OC(=O)COc2ccccc2Cl)c1
37) O=C(CS(=O)CC(=O)N(c1ccccc1)C(C(=O)NC1CCCCC1)c1ccco1)Nc1ccc(F)cc1 (stereo unspecified)
38) CC(OC(=O)C1CC(=O)N(Cc2ccco2)C1)C(=O)Nc1ccccc1[N+](=O)[O-] (stereo unspecified)
39) Cc1cc(C)n(CCNC(=O)c2cc(COc3ccc4ncccc4c3)on2)n1
40) CCOC(=O)C1CCN(Cc2cn[nH]c2-c2ccc(C)cc2)CC1
entry no.	33	34	35	36	37	38	39	40
TDP1 cell noCPT	16µM*	?	12µM*	-2%	?	-5%	21µM*	4%
GCN5L2 inh	-19%	-6%	-2%	-4%	-6%	-1%	1%	-3%
TDP1 inh	/	1%	0%	5%	4%	2%	/	4%

41) CCOc1ccc(C(C)NC(=O)Cc2ccccc2F)cc1OCC (stereo unspecified)
42) Cc1ccc(C2c3[nH]c4ccccc4c3C[C@H]3C(=O)N(c4ccccc4C(=O)N4CCC[C@@H]4C(=O)O)C(=O)N23)cc1 (stereo partly specified)
43) CN(C)C(=O)COC(=O)c1ccccc1OCC(=O)Nc1ccc(SC(F)F)cc1
44) O=C(NCCc1ccc(Cl)cc1)C1CCN(C(=O)c2ccc(F)cc2)CC1
45) COc1ccc(C(=O)N2CCC3(CCCN(Cc4cc(C(F)(F)F)cc(C(F)(F)F)c4)C3)CC2)cc1
46) COC(=O)C1=C(O)/C(=C/c2cccc(OC)c2O)N=C1C
47) COc1ccc2nc(C)cc(N3CCOCC3)c2c1
48) CC1CCc2c(sc(NC(=O)c3nc4ncccn4n3)c2C#N)C1 (stereo unspecified)
entry no.	41	42	43	44	45	46	47	48
TDP1 cell noCPT	-10%	-1%	9.2µM*	18µM*	?	?	-24%	-13%
GCN5L2 inh	-8%	-13%	2%	-5%	?	-4%	-8%	0%
TDP1 inh	5%	/	-2%	5%	/	-4%	5%	/

# The closing 4 entries of the section before lead into the next:
45) COc1ccc(C(=O)N2CCC3(CCCN(Cc4cc(C(F)(F)F)cc(C(F)(F)F)c4)C3)CC2)cc1
46) COC(=O)C1=C(O)/C(=C/c2cccc(OC)c2O)N=C1C
47) COc1ccc2nc(C)cc(N3CCOCC3)c2c1
48) CC1CCc2c(sc(NC(=O)c3nc4ncccn4n3)c2C#N)C1 (stereo unspecified)
49) Cc1ccc(-c2cn3nc(C)c(C)nc3n2)cc1
50) Cc1c(Cl)cccc1NC(=O)C(=O)NNC(=O)c1ccccc1F
51) CCOC(=O)c1ccccc1S(=O)(=O)N1CCN(c2nc(-c3cccs3)nc3ccccc23)CC1
52) CC1(C)CC(=O)C2=C(C1)OC(N)=C(C#N)C2c1cn(-c2ccccc2)nc1-c1ccc(F)cc1 (stereo unspecified)
53) O=C(c1ccc(S(=O)(=O)N2CCCCC2)cc1)N1CCN(c2ccccc2)CC1
54) COc1ccccc1/C=C/C(=O)NCC(=O)N/N=C/c1ccc(C(=O)O)cc1
55) CCOc1cc(C(=O)Nc2ccc(C)cc2O)ccc1OCC(=O)N1CCOCC1
56) COc1ccc(NC(=O)c2ccc3c(c2)C(=O)N(CC2CCCO2)C3=O)cc1O (stereo unspecified)
entry no.	45	46	47	48	49	50	51	52	53	54	55	56
TDP1 cell noCPT	?	?	-24%	-13%	-26%	?	11µM*	?	-27%	-1%	?	4%
GCN5L2 inh	?	-4%	-8%	0%	-15%	-2%	/	-11%	-1%	-3%	-2%	0%
TDP1 inh	/	-4%	5%	/	7%	11%	1%	4%	2%	1%[0.0935 µM]	/	5%[56.1 µM]

# Among those listed so far, these contain two or more sulfur atoms.
1) CSCCC(N=C(NS(=O)(=O)c1ccccc1)c1ccccc1)C(=O)O (stereo unspecified)
31) CCOC(=O)C(=O)Nc1nnc(SCc2ccc(F)cc2)s1
51) CCOC(=O)c1ccccc1S(=O)(=O)N1CCN(c2nc(-c3cccs3)nc3ccccc23)CC1
entry no.	1	31	51
TDP1 cell noCPT	0%	22%	11µM*
GCN5L2 inh	-3%	1%	/
TDP1 inh	/	0%	1%

# Look-ups from the entries so far.
# compound 56 in GCN5L2 inh has 0%
# compound 53 in GCN5L2 inh has -1%
# compound 52 in GCN5L2 inh has -11%

# (continued)
57) O=C(CSCc1ccc(Br)cc1)N=Nc1c(O)[nH]c2ccccc12
58) O=S(=O)(CCc1nc2ccccc2s1)c1ccc(Cl)cc1
59) Cc1cc(NC(=O)c2c(C)noc2C)no1
60) Cc1cccc(NC(=O)C(C)Sc2nc3nc(C)cc(C)n3n2)c1 (stereo unspecified)
61) O=C(Nc1ccc(Oc2ccsc2C(=O)O)cc1)c1ccccc1
62) CCn1cc(C(=O)N(C)c2ccc(OC)cc2)c2cc(OC)c(OC)cc2c1=O
63) COc1ccc(NC(=O)CCc2c(C)nc3nc(CNC(=O)OC(C)(C)C)nn3c2C)cc1OC
64) CN(C)C(CNC(=O)c1cc(S(=O)(=O)N(C)c2ccccc2)ccc1Cl)c1ccccc1 (stereo unspecified)
entry no.	57	58	59	60	61	62	63	64
TDP1 cell noCPT	-18%	-22%	-13%	-26%	-13%	-1%	-21%	6.5µM*
GCN5L2 inh	-1%	1%	-7%	1%	20%	21%	-4%	-4%
TDP1 inh	0%	4%	-1%	0%	/	/	3%	4%

65) CN(C)C(=O)c1nnc(Cc2ccc(Cl)cc2)o1
66) Cc1ccc(S(=O)(=O)N2CC(O)CC2C(=O)NCc2ccc3c(c2)OCO3)cc1 (stereo unspecified)
67) COc1cc(-c2c(C#N)c(N)nc3[nH]c(=S)[nH]c(=O)c23)ccc1O
68) CCC(C)(C)NC(=O)C(C(C)C)N(CC1CCCO1)C(=O)CNS(=O)(=O)c1ccc(F)cc1 (stereo unspecified)
69) O=C(COC(=O)CNC(=O)c1ccc(Cl)cc1Cl)NC(=O)NC1CCCCC1
70) Cc1ccc(S(=O)(=O)N2CCC(=O)N(C(COCc3cccc(C)c3)Cc3ccccc3)CC2)cc1 (stereo unspecified)
71) COc1ccc(S(=O)(=O)N2CCN(C(=O)N(C)C)C2C)cc1 (stereo unspecified)
72) S=C(NCCc1ccccc1)Nc1ccccn1
entry no.	65	66	67	68	69	70	71	72
TDP1 cell noCPT	3%	0%	0%	-2%	-15%	?	-8%	18µM*
GCN5L2 inh	1%	0%	-3%	2%	-4%	-9%	0%	-1%
TDP1 inh	4%	3%	/	/	-3%[0.505 µM]	-1%	6%	0%

73) CC(C)Nc1nc(-c2cccnc2)nc(-c2ccc(Cl)cc2)c1C#N
74) Clc1cc2c(nn1)Nc1ccccc1S2
75) Cc1ccc(-c2nnc(NCc3nc4ccccc4[nH]3)c3ccccc23)cc1S(=O)(=O)N(C)C
76) O=C(COc1cccc(Br)c1)Nc1ccc(N2CCOCC2)cc1N1CCOCC1
77) COc1ccc(C(=O)Oc2c(CN3CCOCC3)cc(Cl)c3cccnc23)cc1
78) Cc1nc(-c2ccccc2)[nH]c(=O)c1Oc1ccc(Cl)cc1Cl
79) CCOC(=O)c1[nH]c(C)c(C(=O)OCC(=O)Nc2sc3c(c2C#N)CCCCC3)c1C
80) Cc1ccc(NC(=O)NCCN2CCCCC2)cc1
entry no.	73	74	75	76	77	78	79	80
TDP1 cell noCPT	-5%	8%	23µM*	?	5.8µM*	?	-8%	-2%
GCN5L2 inh	-10%	-2%	-6%	1%	4%	-5%	-3%	-16%
TDP1 inh	/	0%	5%	1%	5%	3%	4%	3%

# An excerpt. The share of hits here may be higher or lower than overall.
